# CRFR2-BP antag = antagonists of CRF-BP/CRF-R2 complex, primary screen, cell-based, HEK293, calcium dye fluorescence, uHTS; CRF-induced calcium fluorescence; inhibition, % at 11.8 µM; 350,000 tested, 0.59% active;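 active = inhibition of the ligand-induced calcium signal above about 50% at the single tested concentration, limit read from the data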
# CHRM4 antagonist = human M4 muscarinic receptor antagonists, primary screen, CHO cells, Fluo-8 calcium fluorescence; Muscarinic acetylcholine receptor M4 (Homo sapiens), P08173; CHO-hM4 cells, ACh EC80; inhibition, % at 3 µM; 360,000 tested, 0.73% active; AID 624125, 2012;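 active = inhibition above its plate's cutoff, the mean inhibition of sample wells plus 3 SD, cut at about 27% in these data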;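 also: 0% = acetylcholine EC80 with DMSO and 100% = DMSO without agonist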
# Target sequence (P08173 whole entry, looked up): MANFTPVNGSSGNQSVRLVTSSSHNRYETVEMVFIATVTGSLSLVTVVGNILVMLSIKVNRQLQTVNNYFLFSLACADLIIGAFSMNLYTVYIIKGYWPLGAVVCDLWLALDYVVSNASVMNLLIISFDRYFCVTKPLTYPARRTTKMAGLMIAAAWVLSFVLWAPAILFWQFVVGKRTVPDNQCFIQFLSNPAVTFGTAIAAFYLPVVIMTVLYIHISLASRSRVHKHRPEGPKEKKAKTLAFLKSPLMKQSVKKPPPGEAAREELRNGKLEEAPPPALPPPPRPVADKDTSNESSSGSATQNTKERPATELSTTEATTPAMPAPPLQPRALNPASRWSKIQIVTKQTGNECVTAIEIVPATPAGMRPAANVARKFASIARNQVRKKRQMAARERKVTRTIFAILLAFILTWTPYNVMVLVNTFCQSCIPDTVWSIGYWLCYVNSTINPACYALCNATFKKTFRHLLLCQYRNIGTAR
# CHRM5 PAM = human M5 muscarinic receptor positive allosteric modulators, primary screen, CHO-K1 cells, Fluo-8 calcium fluorescence | activation, % at 3 µM | Muscarinic acetylcholine receptor M5 (Homo sapiens), P08912 | CHO-K1 hM5, ACh EC20 PAM; 0% = ACh EC20, 100% = ACh EC100 | 360,000 tested, 0.3% active;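 active = activation above the run cutoff, the mean activation of all test compounds plus 3 SD, cut at about 18% in these data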
# Target sequence (P08912 whole entry, looked up): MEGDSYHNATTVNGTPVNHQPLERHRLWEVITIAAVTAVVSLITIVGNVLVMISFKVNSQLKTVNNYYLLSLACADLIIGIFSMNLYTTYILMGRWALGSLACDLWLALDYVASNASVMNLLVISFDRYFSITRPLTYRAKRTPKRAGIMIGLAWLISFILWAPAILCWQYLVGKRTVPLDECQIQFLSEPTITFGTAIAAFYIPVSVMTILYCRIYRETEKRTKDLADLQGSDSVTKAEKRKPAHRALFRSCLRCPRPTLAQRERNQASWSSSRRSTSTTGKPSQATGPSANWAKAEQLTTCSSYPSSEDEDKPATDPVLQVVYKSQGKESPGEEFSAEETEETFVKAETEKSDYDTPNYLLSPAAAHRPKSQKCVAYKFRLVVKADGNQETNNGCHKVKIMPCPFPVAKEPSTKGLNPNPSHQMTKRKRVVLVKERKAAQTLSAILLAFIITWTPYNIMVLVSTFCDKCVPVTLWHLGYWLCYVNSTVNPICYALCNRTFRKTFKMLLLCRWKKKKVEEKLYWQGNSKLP
#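 system = human M5 receptor in CHO-K1 cells | reagent = EC20 acetylcholine as agonist stimulus | compound dosing = single-point, 3 µM nominal | incubation = Fluo-8 loading 80 min at 37 °C plus 30 min room temperature | detection = Fluo-8 calcium dye fluorescence, kinetic read | benchmarks = low control EC20 acetylcholine (0%), high control EC100 acetylcholine (100%)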
# CRFR2-BP ag = agonists of CRF-BP/CRF-R2 complex, primary screen, cell-based, HEK293, calcium dye fluorescence, uHTS; activation, % at 13.2 µM; CRF-binding protein / CRF receptor 2 complex (human); 350,000 tested, 0.46% active; calcium dye fluorescence (FLIPR); percent of saturating CRF peptide response;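 active = activation of at least 50%, plus an integration ratio under a set limit after plate pattern correction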;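 also: plate controls were neutral control wells without compound for no effect and CRF at EC100 for full effect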
# M1 PAM = human M1 muscarinic receptor positive allosteric modulators, primary screen, CHO-K1 cells, Fluo-8 calcium fluorescence, 1536-well; Muscarinic acetylcholine receptor M1 (Homo sapiens), P11229; activation, % at 3 µM; 360,000 tested, 0.088% active; CHO-K1 hM1, ACh EC20; 0% = ACh EC20, 100% = maximal ACh; in the data active = activation above about 19%, passing the limit was not always enough
# M4 PAM = human M4 muscarinic receptor positive allosteric modulators, primary screen, CHO-K1 cells, Fluo-8 calcium fluorescence | Muscarinic acetylcholine receptor M4 (Homo sapiens), P08173 | AID 624126, 2012 | 360,000 tested, 0.4% active | activation, % at 3 µM | CHO-K1 hM4/Gqi5, ACh EC20; 0% = ACh EC20, 100% = maximal ACh;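 active = activation above its plate's cutoff, the mean activation of sample wells plus 3 SD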; also: some results filed as inactive read as strong as hits
# M5 ag = human M5 muscarinic receptor agonists, primary screen, CHO-K1 cells, Fluo-8 calcium fluorescence | 360,000 tested, 0.19% active | CHO-K1 hM5 cells; 0% DMSO wells, 100% maximal acetylcholine response | activation, % at 3 µM | AID 624037, 2012;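 active = activation above the run's mean over test compounds plus 3 SD, cut at about 23% in these data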;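 also: signal is peak over basal fluorescence ratio across the kinetic read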
# CHRM4 agonist = human M4 muscarinic receptor agonists, primary screen, CHO-K1 cells, Fluo-8 calcium fluorescence. CHO-K1 hM4/Gqi5; vehicle 0%, full acetylcholine response 100%. activation, % at 3 µM. 360,000 tested, 0.14% active. AID 624127, 2012. Muscarinic acetylcholine receptor M4 (Homo sapiens), P08173;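 active = activation above the run mean over all test wells plus 3 SD, cut at about 32% in these data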;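 also: peak over basal fluorescence ratio per well then scaled between controls; 0% = DMSO wells and 100% = acetylcholine at EC100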
# CHRM5 antagonist = human M5 muscarinic receptor antagonists, primary screen, CHO cells, Fluo-8 calcium fluorescence. Muscarinic acetylcholine receptor M5 (Homo sapiens), P08912. CHO-hM5 cells, ACh EC80. inhibition, % at 3 µM. 360,000 tested, 0.59% active. AID 624040, 2012;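 active = inhibition above a per-plate cutoff, the mean of that plate's test compounds plus 3 SD, cut at about 27% in these data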;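 also: 0% = acetylcholine EC80 with DMSO and 100% = DMSO without agonist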
# Numbers without * were called inactive; . = no result given. Random draw from the library; overall some 2.6% were active at least once.
SMILES,CRFR2-BP antag,CHRM4 antagonist,CHRM5 PAM,CRFR2-BP ag,M1 PAM,M4 PAM,M5 ag,CHRM4 agonist,CHRM5 antagonist
CCN(CC)S(=O)(=O)c1ccc(NC(=O)CCNC(=O)c2ccccc2)cc1,7,4,-2,-2.1,3,-1,-1,1,15
COc1ccc(-c2cc(NC=O)c3ncc(-c4ccccc4)n3c2)cc1OC,.,5,-8,.,-5,-7,0,10,-3
O=C(CCN1C(=O)c2ccc([N+](=O)[O-])cc2C1=O)Nc1cccc(O)c1,18,16,-2,-1.4,6,2,0,2,-1
Cc1cccc2[nH]c(CN(C)Cc3nc(CC4CC4)no3)nc12,-2,1,-13,-1.1,9,-6,-2,1,1
COCCN1Cc2cccc(C(=O)Nc3cccc(OC)c3)c2C1=O,4,0,-7,0.4,-6,10,-5,3,1
Cc1cc(C)nc(NS(=O)(=O)c2ccc(NC(=O)c3ccco3)cc2)n1,1,-6,-2,-0.1,-3,4,-3,0,1
COc1ccc(-c2cc(C(=O)NCc3ccccc3)no2)cc1OC,-1,1,2,-0.8,-1,3,1,0,-1
CCOC(=O)C1CCN(C(=O)Nc2ccc(Cl)cc2Cl)CC1,-22,7,7,-2.5,10,2,-3,1,-14
CN(CC(=O)Nc1c(Cl)cccc1Cl)C(=O)C1=COCCO1,-17,-1,-4,3.8,12,12,0,1,8
N#Cc1ccccc1Cn1cc(/C=N/Nc2ccc([N+](=O)[O-])cn2)c2ccccc21,-42,-11,5,0.2,2,6,-3,2,-5
CCOC(=O)c1sc(NC(=O)CCN2CCC(C)CC2)c(C(=O)OCC)c1C,-7,0,1,0.9,1,-10,-4,0,3
O=C(O)c1ccc(N=C2c3ccccc3-c3ccccc32)cc1,-7,-6,7,0.4,7,4,-6,0,12
COc1ccc(N/C(=C2\CCCC2=O)C2CCCCC2)cc1,-1,5,3,0.7,5,-2,6,1,-4
CCOC(=O)c1ccc(CNC(=O)CCC(=O)O)cc1,1,-12,4,1.2,9,4,-5,0,-8
Cn1nccc1NC(=O)Nc1cccc([N+](=O)[O-])c1,11,-1,-9,1.3,0,5,-2,2,11
COc1ccc(NC(=O)COC(=O)Cn2c(C)nc3ccccc32)cc1OC,-20,-5,-9,-0.6,1,0,-3,1,-8
C#CCOCCOCCOCCNc1nc(N2CCN(C(=O)[C@H]([C@@H](C)O)n3cc(CCCCN)nn3)CC2)nc(N2CCN(C(=O)[C@H](C)n3cc(CCC(=O)O)nn3)CC2)n1,14,5,9,-2.4,6,0,3,1,-6
Cc1c(O)c(CN(C)C)cc2c1oc(=O)c1ccccc12,-17,0,5,2.3,5,3,-5,1,3
O=C1NC(=O)C2(CCCc3c([N+](=O)[O-])cccc32)N1 (stereo unspecified),-5,-16,-1,-2.1,9,8,1,1,2
CCC(C)NC(=O)CN1C(=O)c2cccc3cccc1c23 (stereo unspecified),10,6,3,3.4,8,-2,1,0,10
COc1cc(OC)cc(C(=O)N[C@H](C(=O)OCC(=O)c2ccc3c(c2)NC(=O)CO3)C(C)C)c1,12,9,1,0.4,6,-2,1,1,-4
Cc1ccc2c(c1)C1NC(=S)NC(C)(O2)C1C(=O)Nc1ccc(Cl)cc1 (stereo unspecified),-15,4,-3,-2.4,3,-10,4,9,1
COc1c(C=O)c(CCN(C)C(=O)c2ccc(F)cc2)cc2c1OCO2,-4,4,7,-0.4,21,-2,1,2,1
O=C1NCCCC1(c1ccccc1)c1ccccc1,3,0,-2,-1.2,6,-1,0,2,4
Cc1ccc(S(=O)(=O)N/N=C/c2cn(C)nc2C)cc1,17,9,-1,-2.6,0,-3,-2,0,-5

# Record cards (already shown).
# COc1ccc(-c2cc(C(=O)NCc3ccccc3)no2)cc1OC is listed with CRFR2-BP antag = -1; CHRM4 antagonist = 1; CHRM5 PAM = 2; CRFR2-BP ag = -0.8; M1 PAM = -1; M4 PAM = 3; M5 ag = 1; CHRM4 agonist = 0; CHRM5 antagonist = -1
# COc1ccc(NC(=O)COC(=O)Cn2c(C)nc3ccccc32)cc1OC is listed with CRFR2-BP antag = -20; CHRM4 antagonist = -5; CHRM5 PAM = -9; CRFR2-BP ag = -0.6; M1 PAM = 1; M4 PAM = 0; M5 ag = -3; CHRM4 agonist = 1; CHRM5 antagonist = -8

# Later entries.
SMILES,CRFR2-BP antag,CHRM4 antagonist,CHRM5 PAM,CRFR2-BP ag,M1 PAM,M4 PAM,M5 ag,CHRM4 agonist,CHRM5 antagonist
Cc1cc(C)n(-c2nc3c(c(=O)[nH]c(=O)n3C)n2CC(O)c2ccccc2)n1 (stereo unspecified),-28,-11,8,0.8,8,3,0,4,9
CC(=O)Nc1ccc2nc(CN3CCC(CO)(CCc4ccccc4)CC3)ccc2c1,-6,-2,-1,0.9,1,-6,-5,2,5
CC(=O)Oc1ccc(C2(C)CC(C)(C)Oc3cc(OC(C)=O)ccc32)c(OC(C)=O)c1 (stereo unspecified),21,-14,8,2.5,11,0,1,-1,-8
CCc1cccc(NC(=O)c2cnn(-c3ccccc3)c2C)c1,-6,1,-4,0.2,10,-8,-2,4,13
CCCCC(=O)OCc1c(-c2cccc(OC)c2)ncc2ccccc12,2,-8,0,0.2,-3,-2,-3,-1,16
Cn1c(=O)cc(Nc2ccccc2)[nH]c1=O,4,4,-3,-2.9,11,-1,2,1,-2
CSc1nc(C)c(C(=O)C[n+]2ccc(C)cc2)cc1C#N,10,-14,9,1.5,-12,0,-8,2,-13
Oc1cc(Nc2ccccc2)cc2cccnc12,19,-3,6,-1.9,1,1,1,3,6
c1ccc(C2=Nn3c(Cn4nnc5ccccc54)nnc3SC2)cc1,-7,-8,-8,-1.6,4,-8,-2,2,9
O=C(Nc1cccc(F)c1)Nc1c[nH]c(=O)[nH]c1=O,3,-8,-1,0.9,2,8,-3,1,0
Cc1ccc(NC(=O)CCC(=O)OCC(=O)c2ccc(Oc3ccc([N+](=O)[O-])cc3)cc2)c(C)c1,24,7,-7,3.1,2,-4,2,4,4
CN1C(C(=O)NCCc2cccs2)CC2Cn3c(nc4ccccc43)C21 (stereo unspecified),3,-4,4,-1.4,12,4,1,2,-2
Cc1cc(C)nc(NC(=O)CSc2nc3ccccc3s2)n1,-12,-2,1,-0.1,5,4,-3,0,5
CC1CCCC(NC(=O)Cn2c(Cl)nc3c2c(=O)n(C)c(=O)n3C)C1C (stereo unspecified),-9,-5,-4,-0.5,6,5,0,1,17
CC(C)c1ccc(N(CC(=O)N2CCN(Cc3ccccc3)CC2)S(C)(=O)=O)cc1,-15,-12,0,3.2,4,-1,0,3,-10
O=C(O)C1SCCN1S(=O)(=O)c1ccc(N=NN2CCOCC2)cc1 (stereo unspecified),-12,-1,-3,0.9,11,1,-2,2,1
CC(OC(=O)/C=C/c1ccccc1)C(=O)Nc1ccc2c(c1)OCCO2 (stereo unspecified),2,1,-7,1.1,11,8,3,1,3
CCCCN(C)C(=O)CSc1nc(NCc2ccc(OC)cc2)c2ccccc2n1,-8,2,-6,-1.4,-11,-5,-4,0,0
C/C=C(\C)C(=O)NCCN1C2=NC[C@H](C(C)C)N2C[C@H]1Cc1ccc(O)cc1,3,-12,10,0.8,5,4,-7,2,1
CN1C(=O)C(CC(=O)NCCc2ccccc2)N(NC(=O)c2cccc(F)c2)C1=S (stereo unspecified),0,-5,6,0.7,13,-5,-4,3,0
COc1cccc(-c2nc(CS(=O)CC(=O)NCc3ccccc3Cl)c(C)o2)c1 (stereo unspecified),8,-5,0,-2.1,1,-1,-1,2,1
COc1ccccc1-n1c(=S)sc2c(=O)n(Cc3ccco3)c(SC)nc21,60*,7,-8,2.8,-5,-5,-4,-2,-8
O=C(NCCCn1ccnc1)C(=O)NCC1OCCN1S(=O)(=O)c1cc(F)ccc1F (stereo unspecified),4,2,15,0.8,7,13,1,0,-8
Cn1c(=O)[nH]c(=O)c2c1nc1n2CC(COc2ccc3ccccc3c2)O1 (stereo unspecified),-10,-5,7,-0.7,2,1,1,1,1
O=C(CNC1CCCCC1)Nc1ccc(S(=O)(=O)N2CCCCC2)cc1,-24,-5,-8,9.5,1,-4,-4,5,9

# Reprinted from the part before: two entries, then new ones.
SMILES,CRFR2-BP antag,CHRM4 antagonist,CHRM5 PAM,CRFR2-BP ag,M1 PAM,M4 PAM,M5 ag,CHRM4 agonist,CHRM5 antagonist
Cn1c(=O)[nH]c(=O)c2c1nc1n2CC(COc2ccc3ccccc3c2)O1 (stereo unspecified),-10,-5,7,-0.7,2,1,1,1,1
O=C(CNC1CCCCC1)Nc1ccc(S(=O)(=O)N2CCCCC2)cc1,-24,-5,-8,9.5,1,-4,-4,5,9
CCOC(=O)N/N=C/c1c(C)nn(-c2ccccc2Cl)c1Cl,-24,5,2,-2.7,7,-5,-1,0,-1
Cc1ccc2c(c1)nnn2C1CCN(CC(=O)NNC(=O)c2ccco2)CC1,-14,-1,6,0.1,7,0,-2,1,2
CCc1nnc(NC(=O)c2cccc(NC(=O)C(C)C)c2)s1,2,8,8,-1.1,9,-1,-8,0,4
CCCCC1=NN(C(=O)c2ccco2)C(O)(C(F)(F)F)C1 (stereo unspecified),-6,-13,2,1.0,6,10,-1,0,-8
CCCCN(CCCC)C(=O)c1sc2nc(N3CCOCC3)c3c(c2c1N)CCCC3,-10,11,1,0.9,2,-6,2,-2,2
COc1ccc(CCN(C)CCc2ccc(OC)c(OC)c2)cc1OC,13,7,-1,-0.6,-3,-8,0,1,-2
CCN1CCN(CCC(=O)Nc2cccc(OC)c2)CC1,4,-4,13,1.0,9,10,-1,0,-1
COc1cc(/C=C/C(=O)c2ccc3c(c2)OCO3)cc(Cl)c1O,-122,32*,-15,135*,-19,-27,50*,125*,33*
Cc1ccc(NC(=O)c2ccco2)cc1,-13,-3,-1,-1.2,6,1,1,0,-1
Cc1ccc(COC(=O)CCc2nc3ccccc3c(=O)[nH]2)cc1,2,-2,-1,-0.8,-3,6,-1,2,-1
COc1ccc(CNC(=O)CSc2nnc(C3CC3)n2C2CC2)cc1,16,7,1,-2.7,1,1,0,0,10
Cc1nn2cc(-c3ccc(Cl)cc3)cnc2c1Br,3,-6,-3,-3.0,7,9,5,6,13
COc1cccc(NC(=S)NCCc2ccccn2)c1,-13,5,7,1.2,11,13,-3,0,-2
Cc1nc(Nc2ccc(Cl)cc2)c2nnn(Cc3ccccc3)c2n1,-24,11,0,1.2,2,4,2,1,11
O=C(N/N=C/c1cccc(OC(=O)c2cccc(Br)c2)c1)c1cccnc1,-24,-2,-14,-1.3,-7,-12,0,19,24
CCOC(=O)C1CCN(S(=O)(=O)c2ccc3c(c2)CC(=O)N3C)CC1,-3,-1,-4,2.2,8,2,-3,0,12
O=C(CSC1=NS(=O)(=O)c2cc(F)ccc2N1)NCCc1ccccc1,3,11,0,4.1,0,-5,-4,0,8
Cn1c(C(=O)N2CCC(C(N)=O)CC2)cc2cc(Cl)ccc21,0,2,3,0.1,18,-6,-4,1,6
COc1ccccc1C(=O)Nc1ccnn1C1CCN(Cc2cc(C)c(C)cc2C)CC1,-19,1,-5,1.0,-11,-8,-5,11,9
